# E-selectin induc – E-selectin induction in HUVECs, primary screen, imaging, HUVEC, immunofluorescence imaging, single point | normalized: neutral wells 0, TNF-alpha wells 100 | P16581 | 260,000 compounds, 0.37% hits | activation, % at 7.58 µM;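 active = mean E-selectin-positive cell signal at least 10% of the positive control, reached in at least 60% of replicates, without over 20% cell loss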;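 note: in these data hits start at about 27%; measured in HUVEC primary endothelial cells; signal is the percent of cells scored E-selectin positive by PE staining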
# Target sequence (P16581 whole entry, looked up): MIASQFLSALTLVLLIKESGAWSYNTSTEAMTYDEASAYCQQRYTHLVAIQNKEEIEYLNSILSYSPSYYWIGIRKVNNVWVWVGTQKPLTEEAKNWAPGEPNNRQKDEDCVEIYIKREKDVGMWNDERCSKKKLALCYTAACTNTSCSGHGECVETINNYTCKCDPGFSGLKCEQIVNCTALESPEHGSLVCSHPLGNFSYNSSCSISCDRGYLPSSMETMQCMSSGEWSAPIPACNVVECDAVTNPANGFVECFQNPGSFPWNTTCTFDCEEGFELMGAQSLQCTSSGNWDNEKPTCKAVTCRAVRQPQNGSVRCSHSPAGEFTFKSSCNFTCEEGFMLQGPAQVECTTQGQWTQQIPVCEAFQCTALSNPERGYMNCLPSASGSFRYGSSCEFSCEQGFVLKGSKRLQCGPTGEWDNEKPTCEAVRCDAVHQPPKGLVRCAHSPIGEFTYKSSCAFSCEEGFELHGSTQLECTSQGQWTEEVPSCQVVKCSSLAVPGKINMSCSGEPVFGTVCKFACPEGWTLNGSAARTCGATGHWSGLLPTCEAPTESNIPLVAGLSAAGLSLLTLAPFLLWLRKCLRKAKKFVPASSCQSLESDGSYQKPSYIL
#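 Test system – human umbilical vein endothelial cells (HUVEC), E-selectin induction · Input – 3,000 HUVEC seeded per well · Buffer or medium – EGM-2, gelatin · Compound dosing – single-point compound dose · Detection – immunofluorescence imaging · Measure – percent E-selectin-positive cells · Controls – TNF-alpha high, DMSO low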
# miR122 inh – miR-122 Renilla sensor signal increase in Huh7, primary screen, miR-122 inhibitor project, cell-based, single point, plate reader; activation (reporter increase), % at 12.5 µM; 340,000 compounds, 0.3% hits; Huh7 miR-122 Renilla luciferase sensor, 48 h; neutral wells = 0, positive control = 100;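 active = mean replicate activation score at least 90 and every replicate individually at or above 90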;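 note: higher luciferase means less miR-122 activity so hits act as miR-122 inhibitors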
# PGC1a acetyl inh – inhibitors of PGC1a acetylation signal, primary screen, cell-based, U2OS, AlphaScreen, inhibitor mode. AlphaScreen anti-acetyl-lysine; with virally co-expressed GCN5 acetyltransferase. inhibition, % at 15.6 µM. 350,000 compounds, 0.17% hits. AID 651687, 2012;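 active = every replicate shows inhibition of at least 40%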;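 note: 0% = neutral control wells and 100% = positive control wells; some results beyond the cut were filed as inactive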
# * hit, by the source's call; [ ] = dose if it differs, or a comment.
SMILES,E-selectin induc,miR122 inh,PGC1a acetyl inh
C[C@@H]1CN([C@@H](C)CO)C(=O)c2cc(-c3ccc(F)cc3)cnc2O[C@H]1CN(C)C(=O)c1ccncc1,-0.1,-1[16.7 µM],-13
C[C@H]1CN([C@@H](C)CO)C(=O)Cc2cc(N(C)C)ccc2O[C@H]1CN(C)Cc1ccc(C(=O)O)cc1,0.0,-9[16.7 µM],0
C[C@@H]1CN([C@H](C)CO)C(=O)c2cccc(NC(=O)c3cnccn3)c2O[C@H]1CN(C)S(=O)(=O)c1ccccc1,-0.2,5[16.7 µM],-4
CNC[C@H]1OCCCC[C@@H](C)Oc2ccc(NS(=O)(=O)c3ccc(OC)cc3)cc2C(=O)N([C@@H](C)CO)C[C@@H]1C,0.1,3[16.7 µM],-8
Cc1ccccc1-c1cnc2c(c1)C(=O)N([C@H](C)CO)C[C@@H](C)[C@H](CN(C)Cc1cncnc1)O2,0.2,6[16.7 µM],-3
C[C@H](CO)N1C[C@H](C)[C@H](CN(C)C(=O)C2CC2)Oc2cc(C3=CCCC3)ccc2S1(=O)=O,0.1,10[16.7 µM],-22
COCCNC(=O)c1ccc2c(=O)n(CCOC)c(=O)[nH]c2c1,-0.8,-5,5
C[C@@H]1CCCCO[C@H](CN(C)Cc2ccncc2)[C@H](C)CN([C@H](C)CO)C(=O)c2cc(NS(C)(=O)=O)ccc2O1,0.0,0[16.7 µM],-3
C[C@@H]1CN([C@H](C)CO)S(=O)(=O)c2ccc(-c3ccccc3)cc2O[C@@H]1CN(C)C(=O)c1ccccc1F,-0.2,17[16.7 µM],3
C[C@@H]1CCCCO[C@@H](CN(C)C)[C@H](C)CN([C@@H](C)CO)C(=O)c2cc(NC(=O)Cc3ccccc3)ccc2O1,-0.1,5[16.7 µM],4
Cc1noc(C)c1NC(=O)Nc1ccc2c(c1)C(=O)N([C@@H](C)CO)C[C@@H](C)[C@@H](CN(C)CC1CCCCC1)O2,14,-2[16.7 µM],8
C/C=C/c1ccc2c(c1)O[C@@H](CN(C)C(=O)C1CC1)[C@H](C)CN([C@H](C)CO)S2(=O)=O,0.1,7[16.7 µM],9
C[C@@H]1CN([C@@H](C)CO)C(=O)CCCn2cc(nn2)CO[C@@H]1CN(C)C(=O)CCC(F)(F)F,-0.2,0[16.7 µM],3
CO[C@@H]1CN(C)C(=O)c2cc(NC(=O)c3ccc(F)cc3)ccc2OC[C@@H](C)N(C(=O)CC2CC2)C[C@@H]1C,-0.2,-14[16.7 µM],-1
CNC[C@H]1OCc2cn(nn2)CCCC(=O)N([C@@H](C)CO)C[C@@H]1C,-0.2,-3[16.7 µM],11

# Structural class, the compounds so far containing a carbonyl joined to an NH by a bond outside any ring
SMILES,E-selectin induc,miR122 inh,PGC1a acetyl inh
C[C@@H]1CN([C@H](C)CO)C(=O)c2cccc(NC(=O)c3cnccn3)c2O[C@H]1CN(C)S(=O)(=O)c1ccccc1,-0.2,5[16.7 µM],-4
COCCNC(=O)c1ccc2c(=O)n(CCOC)c(=O)[nH]c2c1,-0.8,-5,5
C[C@@H]1CCCCO[C@@H](CN(C)C)[C@H](C)CN([C@@H](C)CO)C(=O)c2cc(NC(=O)Cc3ccccc3)ccc2O1,-0.1,5[16.7 µM],4
Cc1noc(C)c1NC(=O)Nc1ccc2c(c1)C(=O)N([C@@H](C)CO)C[C@@H](C)[C@@H](CN(C)CC1CCCCC1)O2,14,-2[16.7 µM],8
CO[C@@H]1CN(C)C(=O)c2cc(NC(=O)c3ccc(F)cc3)ccc2OC[C@@H](C)N(C(=O)CC2CC2)C[C@@H]1C,-0.2,-14[16.7 µM],-1

# (next part)
SMILES,E-selectin induc,miR122 inh,PGC1a acetyl inh
C[C@@H]1CN([C@H](C)CO)C(=O)c2cc(C#CC3CC3)cnc2O[C@H]1CN(C)C(=O)C1CCCCC1,0.5,-5[16.7 µM],-7
CO[C@@H]1CN(C)C(=O)c2cc(NS(=O)(=O)c3ccc(Cl)cc3)ccc2OC[C@@H](C)N(C(=O)NC(C)C)C[C@@H]1C,0.2,13[16.7 µM],-8
C[C@H](CO)N1C[C@H](C)[C@@H](CN(C)C)Oc2cc(C3=CCCCC3)ccc2S1(=O)=O,-0.9,10[16.7 µM],-10
COc1ccc(S(=O)(=O)N(C)C[C@@H]2Oc3c(NC(=O)Nc4ccccc4)cccc3C(=O)N([C@H](C)CO)C[C@H]2C)cc1,0.5,-1[16.7 µM],-14
CCCN1C[C@H](C)[C@H](OC)CN(C)C(=O)c2cc(NC(=O)CC)ccc2OC[C@@H]1C,0.0,-7[16.7 µM],4
Cc1noc(C)c1NC(=O)Nc1cccc2c1O[C@@H](CN(C)C(=O)Nc1ccc(F)cc1)[C@H](C)CN([C@H](C)CO)C2=O,0.0,-5[16.7 µM],6
C[C@H]1CN([C@@H](C)CO)S(=O)(=O)c2ccc(C3=CCCC3)cc2O[C@@H]1CN(C)S(C)(=O)=O,2.3,6[16.7 µM],-9
C[C@@H]1CN([C@@H](C)CO)C(=O)c2cc(NS(=O)(=O)c3ccc(F)cc3)ccc2O[C@@H]1CN(C)S(C)(=O)=O,-3.0,2[16.7 µM],-11
CO[C@@H]1CN(C)C(=O)c2cc(NS(C)(=O)=O)ccc2OC[C@@H](C)N(Cc2ccccn2)C[C@H]1C,-0.3,10[16.7 µM],10
C[C@H](CO)N1C[C@H](C)[C@H](CN(C)S(=O)(=O)c2ccccc2)OCCCC[C@H](C)Oc2ccc(N(C)C)cc2C1=O,0.0,-6[16.7 µM],-11
C[C@H]1CN([C@@H](C)CO)C(=O)Cc2cc(NC(=O)C3CC3)ccc2O[C@H]1CN(C)Cc1ccncc1,0.3,-7[16.7 µM],-8
C[C@H]1CN([C@@H](C)CO)C(=O)Cc2cc(NC(=O)Nc3ccccc3)ccc2O[C@@H]1CN(C)C,-15,5[16.7 µM],-4
CC(C)NC(=O)N(C)C[C@H]1Oc2ccc(NS(=O)(=O)c3ccccc3)cc2CC(=O)N([C@@H](C)CO)C[C@@H]1C,-0.2,6[16.7 µM],9
Cc1noc(C)c1NC(=O)N(C)C[C@H]1OCc2cn(nn2)CCCC(=O)N([C@@H](C)CO)C[C@H]1C,-0.2,1[16.7 µM],0
C[C@@H]1CN([C@H](C)CO)C(=O)c2cc(C#Cc3ccccn3)cnc2O[C@H]1CN(C)Cc1ccccc1,-0.1,2[16.7 µM],-21
COc1cccc(-c2cnc3c(c2)C(=O)N([C@H](C)CO)C[C@H](C)[C@H](CN(C)C(=O)NC(C)C)O3)c1,0.0,-6[16.7 µM],7
Cc1ccc(S(=O)(=O)N(C)C[C@@H]2OCCCC[C@@H](C)Oc3ccc(N(C)C)cc3C(=O)N([C@@H](C)CO)C[C@@H]2C)cc1,-0.1,5[16.7 µM],-10
Cc1ccc(S(=O)(=O)Nc2ccc3c(c2)C(=O)N([C@@H](C)CO)C[C@@H](C)[C@H](CN(C)Cc2ccc(Oc4ccccc4)cc2)O3)cc1,-0.1,11[16.7 µM],-10
CNC[C@@H]1OCCCC[C@@H](C)Oc2ccc(NS(C)(=O)=O)cc2C(=O)N([C@@H](C)CO)C[C@H]1C,-0.7,2[16.7 µM],-2
C[C@@H]1CN([C@@H](C)CO)S(=O)(=O)c2ccc(-c3ccc(F)cc3)cc2O[C@H]1CN(C)C(=O)C1CC1,0.0,8[16.7 µM],1
C/C=C/c1ccc2c(c1)O[C@H](CN(C)C(=O)Cc1cccnc1)[C@H](C)CN([C@@H](C)CO)S2(=O)=O,-0.2,14[16.7 µM],11
Cc1ccc(S(=O)(=O)Nc2cccc3c2O[C@@H](CN(C)C(=O)Nc2cccc4ccccc24)[C@H](C)CN([C@@H](C)CO)C3=O)cc1,1.0,-4[16.7 µM],0
C[C@H](CO)N1C[C@H](C)[C@H](CN(C)C(=O)Oc2ccccc2)OCc2cn(nn2)CCCC1=O,0.0,3[16.7 µM],2
COc1ccc(C2C(C(=O)N3CCN(c4ccccn4)CC3)CC(=O)N2c2ccc(OC)cc2)cc1 (stereo not drawn),0.0,-5,-8
COc1cccc(-c2cnc3c(c2)C(=O)N([C@H](C)CO)C[C@H](C)[C@H](CN(C)S(=O)(=O)c2cccc(F)c2)O3)c1,0.0,-1[16.7 µM],1
CCCC(=O)Nc1ccc2c(c1)C(=O)N(C)[C@@H]1CC[C@@H](CC(=O)NCc3cccc(F)c3)O[C@H]1CO2,-0.2,-10[16.7 µM],2
CO[C@@H]1CN(C)C(=O)c2ccc(NS(=O)(=O)CC(F)(F)F)cc2OC[C@H](C)N(C(=O)NC(C)C)C[C@H]1C,-0.2,-9[16.7 µM],20
C[C@@H]1CN([C@H](C)CO)S(=O)(=O)c2ccc(C#CC3CCCC3)cc2O[C@@H]1CN(C)Cc1cncnc1,0.1,5[16.7 µM],-8
CNC[C@H]1OCCCC[C@H](C)Oc2ccc(NC(=O)c3ccccc3)cc2C(=O)N([C@H](C)CO)C[C@H]1C,-0.1,4[16.7 µM],-4
Cc1ccc(S(=O)(=O)N(C)C[C@@H]2Oc3ccc(NS(=O)(=O)c4cn(C)cn4)cc3CC(=O)N([C@@H](C)CO)C[C@H]2C)cc1,0.0,1[16.7 µM],-14
CNC[C@H]1OCc2cn(nn2)CCCC(=O)N([C@H](C)CO)C[C@H]1C,-0.2,-5[16.7 µM],2
C[C@@H]1CCCCO[C@@H](CN(C)Cc2ccncc2)[C@@H](C)CN([C@@H](C)CO)C(=O)c2cc(N(C)C)ccc2O1,-0.1,5[16.7 µM],-5
CNC[C@@H]1Oc2ncc(C3=CCCC3)cc2C(=O)N([C@H](C)CO)C[C@@H]1C,0.5,-1[16.7 µM],1
Cc1ccc(-c2cnc3c(c2)C(=O)N([C@H](C)CO)C[C@@H](C)[C@H](CN(C)S(C)(=O)=O)O3)cc1,0.1,-16[16.7 µM],13
CCCN(C)C[C@H]1Oc2cc(C3=CCCC3)ccc2S(=O)(=O)N([C@H](C)CO)C[C@H]1C,-0.3,8[16.7 µM],-8
C[C@H](CO)N1C[C@H](C)[C@H](CN(C)C(=O)C2CC2)Oc2cc(-c3ccccc3)ccc2S1(=O)=O,-0.4,-1[16.7 µM],-19
C[C@@H]1CN([C@H](C)CO)C(=O)c2cc(C#CC3CC3)cnc2O[C@@H]1CN(C)C(=O)c1ccncc1,0.0,-6[16.7 µM],8
Cc1ccc(S(=O)(=O)Nc2ccc3c(c2)C(=O)N([C@@H](C)CO)C[C@H](C)[C@H](CN(C)C)OCCCC[C@H](C)O3)cc1,-0.1,2[16.7 µM],1
C[C@H](CO)N1C[C@H](C)[C@H](CN(C)CC2CC2)Oc2cc(C#C[C@@H](C)O)ccc2S1(=O)=O,2.4,3[16.7 µM],4
C[C@H]1CN([C@@H](C)CO)C(=O)Cc2cc(NS(=O)(=O)c3ccc(Cl)cc3)ccc2O[C@@H]1CN(C)CC1CCCCC1,-13,-2[16.7 µM],-8
C/C(=N/NC(=O)c1ccco1)c1ccc(NC(=O)c2ccc(F)cc2)cc1,5.0,-2,-3
Cc1noc(C)c1NC(=O)Nc1cccc2c1O[C@H](CN(C)S(=O)(=O)c1ccccc1)[C@H](C)CN([C@H](C)CO)C2=O,0.2,5[16.7 µM],0
CCC(=O)Nc1ccc2c(c1)C(=O)N(C)C[C@@H](OC)[C@@H](C)CN(Cc1cncnc1)[C@@H](C)CO2,-0.2,-8[16.7 µM],-22
CO[C@@H]1CN(C)C(=O)c2cc(NC(=O)C3CC3)ccc2OC[C@@H](C)N(C(=O)c2ccccn2)C[C@@H]1C,-0.3,-23[16.7 µM],19
CCCN(C)C[C@@H]1Oc2cc(C#CC3CCCCC3)ccc2S(=O)(=O)N([C@H](C)CO)C[C@@H]1C,0.0,-14[16.7 µM],-32
CNC[C@H]1OCCCC[C@@H](C)Oc2ccc(NS(=O)(=O)c3ccc(OC)cc3)cc2C(=O)N([C@@H](C)CO)C[C@H]1C,0.0,2[16.7 µM],-8
C/C=C/c1ccc2c(c1)O[C@@H](CN(C)CC1CCOCC1)[C@@H](C)CN([C@H](C)CO)S2(=O)=O,-0.2,5[16.7 µM],9
CCCN1C[C@@H](C)[C@H](OC)CN(C)C(=O)c2ccc(NC(=O)CC)cc2OC[C@@H]1C,-0.1,0[16.7 µM],1
CO[C@@H]1CN(C)C(=O)c2cc(NS(C)(=O)=O)ccc2OC[C@@H](C)N(C(=O)NC(C)C)C[C@@H]1C,1.0,4[16.7 µM],2
C[C@@H]1CN([C@@H](C)CO)S(=O)(=O)c2ccc(C3=CCCC3)cc2O[C@H]1CN(C)S(C)(=O)=O,-0.3,3[16.7 µM],-17
Cc1noc(C)c1S(=O)(=O)Nc1ccc2c(c1)C(=O)N([C@@H](C)CO)C[C@@H](C)[C@H](CN(C)C(=O)Nc1ccc(F)cc1)O2,-0.1,-5[16.7 µM],-2
C[C@@H]1CN([C@H](C)CO)C(=O)c2cc(NS(=O)(=O)c3cccs3)ccc2O[C@H]1CN(C)S(=O)(=O)c1cccs1,0.0,-1[16.7 µM],8

# Random excerpt: 2 records from the list, in no set order.
SMILES,E-selectin induc,miR122 inh,PGC1a acetyl inh
CC(C)NC(=O)N(C)C[C@H]1Oc2ccc(NS(=O)(=O)c3ccccc3)cc2CC(=O)N([C@@H](C)CO)C[C@@H]1C,-0.2,6[16.7 µM],9
C[C@@H]1CN([C@H](C)CO)C(=O)c2cc(C#Cc3ccccn3)cnc2O[C@H]1CN(C)Cc1ccccc1,-0.1,2[16.7 µM],-21

# Source: PubChem

# An excerpt; count on the stated rates, not on these rows.
